# Assay outcomes deposited in PubChem BioAssay by Sanford-Burnham Center for Chemical Genomics.
# SENP6 block: SENP6 protease inhibition. Recombinant SENP6 catalytic domain, aminoluciferin luminescence. inhibition, % at 10 µM. actives 1.8% (n = 330,000);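 active means inhibition above about 50% at the single tested dose, limit read from the data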;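 further: plate controls were DMSO wells with enzyme for no effect and DMSO wells lacking enzyme for full effect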
# SENP1 inh: SENP1 (human) catalytic domain inhibition; inhibition, % at 10 µM; actives 0.21% (n = 360,000); recombinant SENP1 catalytic domain, CyPet-SUMO1-YPet FRET cleavage;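 active means inhibition at least 30% at 10 µM, raw YFP signal under a set limit, fluorescence ratio 0.5 to 1.5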;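 further: 0% = enzyme with DMSO and 100% = no enzyme wells; some results filed as inactive read as strong as hits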
#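 Test system: hSENP1 catalytic domain, recombinant; Amount: 20 pM final SENP1 enzyme; Medium: Tris pH 8 buffer plus EDTA, NaCl, BME, BSA, NP40, catalase; Schedule: 50 min enzyme reaction, room temperature, light-protected; Technique: FRET fluorescence in CFP and YFP emission channels; Controls: no-enzyme wells low, DMSO-plus-enzyme wells high control.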
# SENP8 block-1: SENP8 protease inhibition; AID 2540; purified SENP8, Z-RLRGG-aminoluciferin cleavage, luminescence; Q96LD8; inhibition, % at 10 µM; actives 1.2% (n = 330,000); in the data active means inhibition above about 50%
# SENP8 block-2: inhibitors of human SENP8 protease | AID 602440 | inhibition, % at 20 µM | Q96LD8 | recombinant SENP8, Nedd8 substrate fluorescence | actives 0.64% (n = 360,000); in the data active means inhibition mostly above about 40%, no sharp cut-off; inactive means mostly below about 27%
# PfG6PD inh: PfG6PD (Plasmodium falciparum) enzyme inhibition. PfGluPho enzyme, NADPH resazurin-diaphorase fluorescence. inhibition, % at 20 µM. actives 0.78% (n = 350,000). AID 504690;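 active means inhibition reaching at least a set limit at 20 µM in the primary screen, cut at about 59% in these data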;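 further: 0% = DMSO wells with substrate and 100% = DMSO wells lacking glucose-6-phosphate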
# SENP7 block: blocks the human protease SENP7. Q9BQF6. recombinant SENP7, Z-RLRGG-aminoluciferin luminescence, 40 min. inhibition, % at 5 µM. actives 1.5% (n = 330,000);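 active means inhibition above about 50% at the single test dose, limit read from the data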;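 further: plate controls were DMSO with enzyme for no effect and no enzyme buffer wells for full effect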
# Apaf1 inhib: blocks human Apaf-1 apoptosome activity. O14727. reconstituted apoptosome caspase-3 activity, DEVD-Rh110 fluorescence. inhibition, % at 20 µM. actives 0.71% (n = 330,000). AID 489030; active means inhibition of at least 40% at 20 µM;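 further: plate controls were DMSO wells for no effect and DEVD-CHO caspase inhibitor wells for full effect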
#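 Assay system: Apoptosome proteins | Medium: pH 7.5 Hepes buffer with CHAPS, BSA, DTT | Also added: Cytochrome c and DEVD-Rh110 substrate | Times: 30 min plus 50 min, RT | Detection: Rhodamine 110 fluorescence at Ex 480/Em 540 nm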
# HKDC1 inhibitor: inhibitors of human hexokinase HKDC1; Q2TB90; recombinant HKDC1, G6PDH/diaphorase resazurin coupled fluorescence; inhibition, % at 20 µM; actives 0.16% (n = 340,000); AID 493160;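 active means inhibition above about 35% when tested at 20 µM, limit read from the data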;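 further: plate controls were DMSO wells with enzyme for no effect and DMSO wells lacking enzyme for full effect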
# Target sequence (Q2TB90 whole entry, looked up): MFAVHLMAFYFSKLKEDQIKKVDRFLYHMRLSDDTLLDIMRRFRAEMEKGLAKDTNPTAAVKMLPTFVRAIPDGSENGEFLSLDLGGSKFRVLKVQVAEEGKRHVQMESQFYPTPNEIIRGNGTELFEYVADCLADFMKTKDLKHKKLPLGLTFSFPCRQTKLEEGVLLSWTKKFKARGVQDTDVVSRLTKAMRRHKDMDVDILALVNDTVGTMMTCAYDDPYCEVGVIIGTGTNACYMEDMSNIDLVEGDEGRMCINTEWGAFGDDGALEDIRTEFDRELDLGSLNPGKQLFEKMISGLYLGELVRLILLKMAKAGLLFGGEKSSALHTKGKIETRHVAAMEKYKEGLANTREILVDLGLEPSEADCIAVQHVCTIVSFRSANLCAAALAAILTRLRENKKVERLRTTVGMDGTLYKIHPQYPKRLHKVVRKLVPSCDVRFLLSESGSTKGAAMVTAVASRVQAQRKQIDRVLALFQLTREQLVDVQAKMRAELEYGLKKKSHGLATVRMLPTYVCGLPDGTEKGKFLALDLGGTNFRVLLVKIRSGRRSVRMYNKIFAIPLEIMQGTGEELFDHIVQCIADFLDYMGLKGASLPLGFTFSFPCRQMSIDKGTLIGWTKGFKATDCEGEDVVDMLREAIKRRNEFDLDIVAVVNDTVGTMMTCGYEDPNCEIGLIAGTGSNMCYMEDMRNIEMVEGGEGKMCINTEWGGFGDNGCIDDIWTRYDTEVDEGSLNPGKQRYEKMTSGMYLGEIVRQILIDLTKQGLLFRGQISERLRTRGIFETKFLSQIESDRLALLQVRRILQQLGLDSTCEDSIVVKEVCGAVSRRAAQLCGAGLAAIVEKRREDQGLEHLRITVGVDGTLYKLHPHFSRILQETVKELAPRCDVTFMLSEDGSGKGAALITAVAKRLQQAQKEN
#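 Test system: recombinant HKDC1 (HK5) hexokinase enzyme, produced in-house; Amount: enzyme 5 µg/mL final; Buffer or medium: Tris pH 8.0 buffer with MgCl2, Tween-20, BSA, BME; Reagent: glucose and ATP substrates; Doses: 20 µM test compound, 1% DMSO; Incubation: 90 min reaction incubation at room temperature, dark; Detection: resorufin fluorescence at 613 nm.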
# Numbers without * were called inactive; / = no result given.
SMILES,SENP6 block,SENP1 inh,SENP8 block-1,SENP8 block-2,PfG6PD inh,SENP7 block,Apaf1 inhib,HKDC1 inhibitor
COc1ccc(N(/N=C2\Sc3ccccc3C2=O)C(C)=O)cc1,/,3,/,52*,17,/,/,2
Cc1onc(-c2ccccc2)c1C(=O)Nc1ccc(Cl)c(S(=O)(=O)N2CCOCC2)c1,-8,-2,7,10,-1,0,0,-2
CCn1cc(CN2CCCC(C(=O)c3ccc(-c4ccccc4)c(F)c3)C2)cn1 (stereo not drawn),-11,2,-4,14,12,11,-5,-12
Cc1c(Cl)cnc(NC(=O)CSc2n[nH]c(N)n2)c1Cl,-11,-3,-9,-8,19,3,1,-1
O=C(O)c1cccc(S(=O)(=O)Nc2ccc(Oc3ccccc3)cc2)c1,5,3,-1,24,-43,7,11,4
CC(NC(=O)C1CCC1)c1ccc2c(c1)OCO2 (stereo not drawn),4,0,6,18,-4,-2,-8,-3
CC1CN(C(=O)c2c(Br)cnn2C)CC(C)O1 (stereo not drawn),-12,1,5,11,17,2,-8,-8
CCOc1ccccc1-c1nc(C(N)=O)c2[nH]c(=O)n(-c3ccccc3)c2n1,-14,-1,0,-331,-2,5,0,1
CC1(OC(=O)c2ccc(Cl)nc2)C(=O)C=C2C=C(C3CC3)OC=C2C1=O (stereo not drawn),-1,/,4,/,/,0,-7,/
CCOc1ccc(S(=O)(=O)Nc2ccc(Cl)cn2)c(C)c1C,-6,0,-2,-11,-12,1,9,-10
CCc1cc(C(=O)NNC(=S)NC2CCCCC2)cs1,3,0,-11,20,0,-8,2,5
Nc1c(C(=O)CSc2nc(-c3ccccc3)cs2)c(=O)[nH]c(=O)n1C1CC1,0,2,-3,18,6,3,-26,-3
CC(=O)Nc1nc2ccc(S(=O)(=O)N3CCCC3)cc2s1,-7,1,-2,3,-6,-2,-7,32
O=C(Cn1cnc2scc(-c3ccc(F)cc3)c2c1=O)N1CCOCC1,-8,2,-9,5,2,-7,0,-3
O=S(=O)(c1ccc(Cl)nc1)N1CCC(Cc2ccccc2)CC1,0,3,11,19,-10,9,-8,0
CC(O)CCC(=O)NNC(=S)Nc1ccccc1 (stereo not drawn),5,-1,3,13,9,0,-2,-3
O=C(NC1CC2CCCC(C1)N2S(=O)(=O)c1ccccc1)c1ccccc1 (stereo not drawn),5,0,3,22,-18,4,3,-1
COc1ccc2c(c1)CC[C@@H]1[C@@H]2CC[C@]2(C)[C@@H](C(C)=O)C[C@@H]12,-10,-2,-3,11,-12,-2,12,4
CCOc1ccc(C(=O)NC(=S)Nc2cccnc2)cc1[N+](=O)[O-],-8,1,2,13,4,6,1,12
CCCCn1c(N)c(N(CC)C(=O)CN2C(=O)NC(C)(c3ccccc3)C2=O)c(=O)[nH]c1=O (stereo not drawn),-2,1,5,15,-2,3,-441,-6
CC(=O)c1ccc(S(=O)(=O)Nc2ccc(S(=O)(=O)N3CCCCC3)cc2)cc1,5,2,-1,17,-43,0,-9,7
Cc1ccc(SCC(=O)O/N=C(\N)c2ccncc2)cc1,2,4,-10,4,9,-7,11,-6
O=C(Nc1ncc(Cc2cccc(C(F)(F)F)c2)s1)c1ccc(-c2cccc([N+](=O)[O-])c2)o1,-15,1,1,14,-10,0,-11,-11
CCOC(=O)N1CCC(N2Cc3cccc(C(=O)N4CCN(C5CCCCC5)CC4)c3C2=O)CC1,-4,0,6,1,-3,0,-1,-4
NC(=S)N/N=C/c1cn(CCC(=O)O)nc1-c1cccc(Br)c1,-6,2,-3,2,-4,1,-12,-2
# The listing continues:
SMILES,SENP6 block,SENP1 inh,SENP8 block-1,SENP8 block-2,PfG6PD inh,SENP7 block,Apaf1 inhib,HKDC1 inhibitor
O=C(COC(=O)CCC(=O)c1ccc(F)cc1)Nc1ccc(Cl)cn1,-13,-7,-1,-55,3,-1,17,0
Cc1nn(-c2ccccc2)c(N)c1Sc1ccccc1[N+](=O)[O-],-25,3,-6,20,7,-2,5,-1
CCN(CC)S(=O)(=O)c1ccc(Cl)c(NC(=O)COc2ccc(OC)cc2)c1,-30,1,-5,5,0,-4,4,-11
Cc1ccc(S(=O)(=O)N(C)C)cc1NC(=S)NC1CCCC(C)C1C (stereo not drawn),-5,2,-2,8,20,-1,12,19
Cc1ccc(C(c2sc3ncnn3c2O)N2CC(C)CC(C)C2)cc1 (stereo not drawn),7,0,2,13,-4,-2,5,-2
CC(C)C(C)NC(=O)COc1ccc(Sc2ccc(OCC(=O)NC(C)C(C)C)cc2)cc1 (stereo not drawn),0,3,1,4,-1,1,20,1
CCC(=O)c1ccc(N2CCN(C(=O)c3ccccc3F)CC2)c(F)c1,21,0,-3,-20,-2,4,-1,16
COc1ccc2c(c1)Cc1sc(NC(=O)c3ccccc3)nc1-2,95*,-5,91*,-24,13,90*,83*,7
COc1ccc(NC(=O)CSc2nccn2C)cc1S(N)(=O)=O,16,0,10,10,8,4,-5,1
CC(Oc1ccc(Cl)cc1Cl)c1nc(-c2ccccn2)no1 (stereo not drawn),-12,2,-3,-1,16,7,4,-5
O=C(CSc1nc2ccccc2c(=O)n1Cc1ccc(Cl)cc1)NCc1cccs1,2,1,5,6,-8,4,0,-13
CCOC(=O)c1nn(-c2ccccc2)c(C(=O)OCC)c1N,-22,2,-3,-271,1,2,-14,0
O=C(NCc1cccc(C(F)(F)F)c1)C1CC(c2ccc(C(F)(F)F)cc2)=NO1 (stereo not drawn),-10,1,1,6,30,3,15,5
O=[N+]([O-])c1cc(Br)ccc1C[n+]1ccccc1,/,2,/,13,3,/,/,-3
CCOC(=O)c1c(NC(=O)COC(=O)c2ccccc2NC)sc(C(=O)N(C)C)c1C,-9,-15,-4,-370,29,1,20,2
Cc1ccc(S(=O)(=O)C(C)C(=O)c2ccc3c(c2)OCCO3)cc1 (stereo not drawn),6,4,2,-2,10,3,-22,-2
COc1ccc2c(c1)c(=O)oc1c(C)c(OCc3ccc(C(=O)O)cc3)ccc12,/,-13,/,-289,-22,/,/,29
COC(=O)c1ccccc1OCC(=O)N1CCN(c2ccc(F)cc2)CC1,2,1,0,14,7,-4,-2,2
COc1ccc(OCc2cc(C(=O)N3CCOCC3)no2)c(Cl)c1,-4,1,-6,21,5,-8,4,-4
CCCn1c(O)c(N=NC(=O)CNC(=O)/C=C/c2ccc(OC)cc2)c2ccccc21,-19,3,-4,10,-9,6,12,4
CCC(C)C(NC(=O)OC(C)(C)C)C(=O)NC(CC(C)C)C(N)=O (stereo not drawn),5,-1,5,10,-10,9,11,-2
CC(NC(=O)CN1CCN(Cc2ccc(Cl)cc2)C1=O)c1ccc2c(c1)OCCO2 (stereo not drawn),-8,0,-5,15,-7,14,3,2
CCCNC(=O)c1nc(C)n(-c2ccc([N+](=O)[O-])cc2)n1,-7,1,-5,8,-3,-3,-7,-12
CCOC(=O)c1c(C)n(C)c2ccc(OC)c(NC(=O)CN3CCN(C(=O)c4ccco4)CC3)c12,-12,-2,1,16,0,-8,0,1
Cc1ccc(CNC(=O)CCc2c(C)[nH]c(=O)c(C#N)c2C)cc1,-26,-1,-6,-33,-11,4,-6,-7

# 18 entries from above in a different format.
Molecule	SENP6 block	SENP1 inh	SENP8 block-1	SENP8 block-2	PfG6PD inh	SENP7 block	Apaf1 inhib	HKDC1 inhibitor
CC(C)C(C)NC(=O)COc1ccc(Sc2ccc(OCC(=O)NC(C)C(C)C)cc2)cc1 (stereo not drawn)	0	3	1	4	-1	1	20	1
CCC(=O)c1ccc(N2CCN(C(=O)c3ccccc3F)CC2)c(F)c1	21	0	-3	-20	-2	4	-1	16
COc1ccc2c(c1)Cc1sc(NC(=O)c3ccccc3)nc1-2	95*	-5	91*	-24	13	90*	83*	7
COc1ccc(NC(=O)CSc2nccn2C)cc1S(N)(=O)=O	16	0	10	10	8	4	-5	1
CC(Oc1ccc(Cl)cc1Cl)c1nc(-c2ccccn2)no1 (stereo not drawn)	-12	2	-3	-1	16	7	4	-5
O=C(CSc1nc2ccccc2c(=O)n1Cc1ccc(Cl)cc1)NCc1cccs1	2	1	5	6	-8	4	0	-13
CCOC(=O)c1nn(-c2ccccc2)c(C(=O)OCC)c1N	-22	2	-3	-271	1	2	-14	0
O=C(NCc1cccc(C(F)(F)F)c1)C1CC(c2ccc(C(F)(F)F)cc2)=NO1 (stereo not drawn)	-10	1	1	6	30	3	15	5
O=[N+]([O-])c1cc(Br)ccc1C[n+]1ccccc1	/	2	/	13	3	/	/	-3
CCOC(=O)c1c(NC(=O)COC(=O)c2ccccc2NC)sc(C(=O)N(C)C)c1C	-9	-15	-4	-370	29	1	20	2
Cc1ccc(S(=O)(=O)C(C)C(=O)c2ccc3c(c2)OCCO3)cc1 (stereo not drawn)	6	4	2	-2	10	3	-22	-2
COc1ccc2c(c1)c(=O)oc1c(C)c(OCc3ccc(C(=O)O)cc3)ccc12	/	-13	/	-289	-22	/	/	29
COC(=O)c1ccccc1OCC(=O)N1CCN(c2ccc(F)cc2)CC1	2	1	0	14	7	-4	-2	2
COc1ccc(OCc2cc(C(=O)N3CCOCC3)no2)c(Cl)c1	-4	1	-6	21	5	-8	4	-4
CCCn1c(O)c(N=NC(=O)CNC(=O)/C=C/c2ccc(OC)cc2)c2ccccc21	-19	3	-4	10	-9	6	12	4
CCC(C)C(NC(=O)OC(C)(C)C)C(=O)NC(CC(C)C)C(N)=O (stereo not drawn)	5	-1	5	10	-10	9	11	-2
CC(NC(=O)CN1CCN(Cc2ccc(Cl)cc2)C1=O)c1ccc2c(c1)OCCO2 (stereo not drawn)	-8	0	-5	15	-7	14	3	2
CCCNC(=O)c1nc(C)n(-c2ccc([N+](=O)[O-])cc2)n1	-7	1	-5	8	-3	-3	-7	-12

# The list goes on.
SMILES,SENP6 block,SENP1 inh,SENP8 block-1,SENP8 block-2,PfG6PD inh,SENP7 block,Apaf1 inhib,HKDC1 inhibitor
Oc1c(Cl)cc(Cl)cc1C=Nc1ccc(Br)cc1,-30,-23,-4,-32,4,-10,14,12
Cc1ccc(C(=O)Nc2nc(-c3ccccn3)cs2)s1,-2,-6,-8,-57,6,0,1,-1
O=C(Nc1ccc(C(=O)NCCCN2CCN(c3ccccc3)CC2)cc1)C1=CSCCO1,-22,3,0,13,3,-13,18,-5
COc1ccc(C(=O)Nc2ccc(NC(=O)c3cccs3)c(OC)c2)cc1Cl,5,1,9,-136,10,-4,-8,-6
C/C(CC(=O)Nc1cccc2c1CCCC2)=N\NC=O,-5,3,-16,7,-5,-1,-6,-7
COc1ccc2c(=O)c3c(=O)n(Cc4ccco4)c(-c4ccc(C)cc4)nc3oc2c1,3,-4,2,10,-9,-1,13,-13
Cc1nn2c3c(cnc2c1-c1ccccc1)C(=O)CC(c1ccccc1)C3 (stereo not drawn),-22,-17,2,-3,1,3,16,-4
Cc1cc(C)nc(NS(=O)(=O)c2ccc(NC(=O)c3cc(=O)c4ccccc4o3)cc2)n1,9,3,-2,0,-5,5,1,-3
CCOc1ccc(S(=O)(=O)N2CCN(C(=S)NCc3ccccc3)CC2)cc1,4,1,1,6,3,7,-12,-4
